TAAR1 ag – agonists of human TAAR1. AID 624467. 360,000 compounds, 0.99% hits. Q96RJ0. activation, % at 3 µM. CHO RD-HGA16 TAAR1, Fluo-8 calcium fluorescence; vehicle wells 0%, saturating PEA agonist 100%;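 active = activation above the mean activation of all test compounds in the run plus 3 SD, cut at about 38% in these data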
Target sequence (Q96RJ0 whole entry, looked up): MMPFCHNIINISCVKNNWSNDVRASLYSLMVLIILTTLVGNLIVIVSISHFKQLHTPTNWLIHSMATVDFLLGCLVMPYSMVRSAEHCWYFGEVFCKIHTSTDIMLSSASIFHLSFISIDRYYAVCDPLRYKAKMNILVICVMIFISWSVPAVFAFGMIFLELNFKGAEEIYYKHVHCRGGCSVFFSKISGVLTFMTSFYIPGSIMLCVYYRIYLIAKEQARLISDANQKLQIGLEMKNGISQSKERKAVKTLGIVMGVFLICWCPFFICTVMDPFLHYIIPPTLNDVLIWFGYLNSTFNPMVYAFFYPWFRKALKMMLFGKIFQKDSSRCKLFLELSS
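Test system: RD-HGA16 (CHO) cells co-expressing Gα16 and hTAAR1 / Benchmarks: DMSO vehicle as 0%, PEA at EC100 as 100% / Repeats: no replicates (n 1) / Measure: % activation from peak over basal fluorescence ratio, DMSO-to-PEA scaled / Timing: 17-24 h plating, Fluo-8 75 min 37 °C, 30 min RT / Technique: kinetic Fluo-8 calcium fluorescence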
V1aR counter – V1a receptor agonism, counter-screen for OXTR agonists | P37288 | CHO-V1R cells, Fluo-8 calcium fluorescence, agonist mode; 0% DMSO, 100% 3 nM vasopressin | AID 2797 | activation, % at 3 µM | 320,000 compounds, 0.25% hits;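 active = activation above the mean activation of all tested compounds plus 3 SD, per screening run, cut at about 20% in these data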;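 note: signal is peak over basal fluorescence ratio across a 100 second FLIPR read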
OXTR potentiator – potentiates the human oxytocin receptor response; P30559; CHO-OTR cells, Fluo-8 calcium fluorescence, potentiator mode; 0% = oxytocin EC15, 100% = EC100; activation, % at 3 µM; 320,000 compounds, 0.061% hits; AID 2445;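 active = activation above that plate's cutoff, the mean activation of tested compounds plus 3 SD, cut at about 6.6% in these data, passing the limit was not always enough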;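 note: 100% uses oxytocin at 75 nM as the full agonist control; some results filed as inactive read as strong as hits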
Target sequence (P30559 whole entry, looked up): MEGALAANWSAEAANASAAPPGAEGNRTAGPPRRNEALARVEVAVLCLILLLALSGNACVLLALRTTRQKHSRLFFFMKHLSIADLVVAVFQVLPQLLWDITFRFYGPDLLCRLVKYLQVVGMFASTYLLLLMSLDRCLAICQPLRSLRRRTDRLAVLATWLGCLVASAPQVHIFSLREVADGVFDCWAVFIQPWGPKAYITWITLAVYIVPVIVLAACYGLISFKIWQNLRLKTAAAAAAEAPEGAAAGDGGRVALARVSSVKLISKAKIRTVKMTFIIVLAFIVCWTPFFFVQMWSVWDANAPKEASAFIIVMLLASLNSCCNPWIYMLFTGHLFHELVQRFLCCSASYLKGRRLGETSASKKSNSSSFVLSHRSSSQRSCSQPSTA
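Material: CHO-OTR cells, human receptor; compound dosing: single dose, 3.0 µM nominal final compound concentration; schedule: 6 min compound pre-incubation at room temperature, 100 s kinetic read; measured by: kinetic Fluo-8 calcium fluorescence; read-out basis: % activation vs EC15 and EC100 oxytocin; controls: EC15 oxytocin alone as 0%, 75 nM oxytocin as 100%; replicates: singlicate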
TAAR1 antagonist – antagonists of human TAAR1; 360,000 compounds, 1.5% hits; Q96RJ0; inhibition, % at 3 µM; CHO RD-HGA16 TAAR1, Fluo-8 calcium fluorescence, antagonist;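 active = inhibition above a per-plate cutoff, the mean inhibition of test compounds on that plate plus 3 SD, cut at about 49% in these data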;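 note: 0% = DMSO plus EC80 beta-PEA response and 100% = DMSO alone without agonist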
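Material: RD-HGA16 CHO cells with stable hTAAR1 and Gα16; Dosing: single nominal final test compound concentration of 3 µM; Schedule: seeding 17-24 h prior, 75-min 37 °C, 30-min RT dye loading; Detection: kinetic Fluo-8 calcium fluorescence measurement; Measure: % inhibition from peak post-agonist over basal fluorescence ratio; Benchmarks: vehicle and agonist controls.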
CHRM1 antagonist – blocks human M1 muscarinic receptor; CHO-K1 hM1, Fluo-8 calcium fluorescence, ACh EC80 antagonist; 360,000 compounds, 1.3% hits; inhibition, % at 3 µM; P11229;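 active = percent inhibition above its own plate's cutoff, namely the mean of that plate's compound wells plus 3 SD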;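 note: peak over basal fluorescence ratio during 140 s after agonist addition; 0% = ACh EC80 plus DMSO and 100% = DMSO alone without agonist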
OXTR agonist – agonists of human oxytocin receptor. CHO-OTR cells, Fluo-8 calcium fluorescence; normalized: DMSO 0%, oxytocin 100%. P30559. 320,000 compounds, 0.32% hits. activation, % at 3 µM;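 active = activation above the mean of all tested compounds plus 3 SD, cutoff set per screening run, cut at about 20% in these data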;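 note: peak over basal fluorescence ratio from a 100 s FLIPR kinetic read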
CHRM1 PAM – positive allosteric modulators of human M1 muscarinic receptor; P11229; CHO-K1 hM1, Fluo-8 calcium fluorescence, ACh EC20; 0% = ACh EC20, 100% = maximal ACh; activation, % at 3 µM; 360,000 compounds, 0.088% hits; AID 588819; in the data active = activation above about 19%, passing the limit was not always enough
M1 ag – activates human CHRM1 receptor; P11229; CHO-K1 hM1, Fluo-8 calcium fluorescence, agonist mode; 0% DMSO, 100% acetylcholine EC100; activation, % at 3 µM; 360,000 compounds, 0.33% hits; AID 588814;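 active = activation above the run's mean compound activation plus 3 SD, cut at about 16% in these data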;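 note: peak over basal fluorescence ratio within a 140 s kinetic read after compound addition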
CHO parental Ca – counter-screen for OX1R antagonists: effect in parental CHO cells. parental CHO-K1, ATP-induced calcium, Fluo-8 fluorescence. 330,000 compounds, 0.63% hits. inhibition, % at 5.6 µM. AID 463079;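 active = inhibition above that plate's mean sample inhibition plus 3 SD, cut at about 26% in these data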;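 note: 0% = ATP-challenged DMSO wells and 100% = DMSO wells without ATP; some compounds past the cut are filed as inactive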
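Assay system: untransfected parental CHO cell line. Also added: ATP agonist challenge. Dosing: one dose, 5.6 µM nominal. Measured by: Fluo-8 fluorescence. Read-out: % inhibition. Benchmarks: ATP wells versus no-ATP DMSO wells. Repeats: no replicates.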
* = called active by the depositor; x = no result given.

no.	molecule	CHRM1 antagonist	OXTR potentiator	CHRM1 PAM	CHO parental Ca	V1aR counter	M1 ag	TAAR1 antagonist	TAAR1 ag	OXTR agonist
1	CCOC(=O)C1CCCN(C(=O)/C=C/c2ccc(Cl)cc2)C1 (stereo not drawn)	-2	-8	4	-13	2.8	3	-2	1	-0.2
2	O=C(c1ccc(-c2ccccc2)cc1)N1CCC2CC1c1cc(-c3ccc4c(c3)OCO4)ccc12 (stereo not drawn)	10	x	-4	x	x	-3	5	5	x
3	CC(c1ccc(F)cc1)n1cc(S(=O)(=O)N2CCCC2)ccc1=O (stereo not drawn)	0	-3	1	-8	3.0	-5	1	3	1.4
4	CCOc1ccc(-n2nc3c(Cl)nnc(C)c3c2C)cc1	2	-3	4	-9	-1.2	-10	-28	-2	-2.1
5	CCOC(=O)N1CCC(N(CCOC)C(=O)Nc2ccc(C)c(C)c2)CC1	7	0	-1	-15	-0.2	-6	7	7	-1.1
6	O=c1c2c3nc4ccccc4nc3n(/N=C/c3ccncc3)c2ncn1-c1ccccc1	-17	-4	13	20	-0.8	-2	x	x	0.5
7	O=C(O)c1cc2c(cc1NC(=O)C1CCCC1)OCCO2	2	-4	2	-11	0.9	0	4	4	0.5
8	Cc1cc(NC(=O)CS(=O)CC(=O)Nc2c(C)cccc2C)ccc1-n1cnnn1 (stereo not drawn)	-7	-8	9	-2	1.3	-1	6	0	0.0
9	CCOc1ccc(/C=C2/C(=O)N(c3ccc(OC)cc3)C(=S)N2CC(=O)OC)cc1OCC	6	-18	0	-3	-0.3	-2	-8	12	-1.4
10	O=C1C2CCCCN2C(=O)N1CCCCN1CCN(c2cccc(Cl)c2)CC1 (stereo not drawn)	-4	-12	2	-16	1.3	2	1	5	0.9
11	CN1C(=O)C2(c3ccccc31)C1CCCC=C1C(C#N)=C(N)C2(C#N)C#N (stereo not drawn)	5	-9	0	-1	3.4	0	-20	6	1.9
12	Cc1ccc(C(=O)Nc2ncccc2O)cc1S(=O)(=O)N1CCCCC1	-12	-1	13	-9	-0.8	6	-23	1	0.2
13	O=C1CC(c2ccco2)CC2=C1C1c3ccccc3C(=O)N1c1ccccc1N2 (stereo not drawn)	3	-13	-5	-2	-0.2	-3	64*	16	-1.2
14	CCC(=O)Nc1ccc2nc(C3CC3)n(Cc3ccccc3)c(=O)c2c1	-20	-6	3	-10	0.3	-2	7	1	1.1
15	CCCCCCN1C[C@@H](O)[C@H](n2cc(COC(=O)c3ccccc3)nn2)C[C@@H]1c1ccc(Cl)cc1	2	x	3	x	x	-3	-14	6	x
16	O=C(c1ccc(-c2ccccc2)cc1)C1CCCN(Cc2ccncc2)C1 (stereo not drawn)	11	-12	-16	-2	5.2	-13	4	8	5.5
17	O=C(NCc1ccccn1)C1CCC(CNS(=O)(=O)c2cccc3nsnc23)CC1 (stereo not drawn)	-14	1	-8	-9	-0.1	-8	-20	1	0.7
18	COc1ccccc1N1CCN(C(=O)c2sc3ncnc(N4CCN(c5ccccn5)CC4)c3c2C)CC1	26	-12	-17	-14	7.6	-8	x	x	1.0
19	OC(CNCc1ccccc1)COc1ccccc1 (stereo not drawn)	-5	-5	8	-6	0.5	2	14	6	2.7
20	CCOC(=O)c1sc2ncnc(N3CCN(c4ccc(OC)cc4)CC3)c2c1C	-9	-1	9	-10	0.1	2	-10	6	0.0

The list goes on; it opens with the 5 that closed the last part.
no.	molecule	CHRM1 antagonist	OXTR potentiator	CHRM1 PAM	CHO parental Ca	V1aR counter	M1 ag	TAAR1 antagonist	TAAR1 ag	OXTR agonist
16	O=C(c1ccc(-c2ccccc2)cc1)C1CCCN(Cc2ccncc2)C1 (stereo not drawn)	11	-12	-16	-2	5.2	-13	4	8	5.5
17	O=C(NCc1ccccn1)C1CCC(CNS(=O)(=O)c2cccc3nsnc23)CC1 (stereo not drawn)	-14	1	-8	-9	-0.1	-8	-20	1	0.7
18	COc1ccccc1N1CCN(C(=O)c2sc3ncnc(N4CCN(c5ccccn5)CC4)c3c2C)CC1	26	-12	-17	-14	7.6	-8	x	x	1.0
19	OC(CNCc1ccccc1)COc1ccccc1 (stereo not drawn)	-5	-5	8	-6	0.5	2	14	6	2.7
20	CCOC(=O)c1sc2ncnc(N3CCN(c4ccc(OC)cc4)CC3)c2c1C	-9	-1	9	-10	0.1	2	-10	6	0.0
21	COc1ccccc1/C=C/C(=O)NCCc1ccccn1	-5	-1	3	-7	0.1	-6	2	3	0.8
22	CCCC(=O)Nc1cc(S(=O)(=O)N(CC)CC)ccc1Cl	-8	-9	10	-8	-0.5	-9	4	-1	-0.7
23	COc1ccc(-n2c(SCC3OCCO3)nc3c(sc(=S)n3-c3ccccc3)c2=O)cc1OC	4	2	2	-20	0.5	-4	2	0	0.7
24	O=C(NCCc1ccccc1)C1c2ccccc2C(=O)N1Cc1cccs1 (stereo not drawn)	-1	-1	0	-6	-0.9	-2	-10	-1	-0.6
25	N#Cc1ccccc1OCC(=O)OCC(=O)NCc1ccc2c(c1)OCO2	2	-6	2	-1	0.2	-2	-8	-2	-0.4
26	CC(C)(C)Nc1nc(Nc2ccc([N+](=O)[O-])cc2)nc(NC(C)(C)C)n1	-11	-16	4	-18	0.8	-4	-11	-2	-0.6
27	Cc1ccc(S(=O)(=O)N(C)C)cc1-n1c(SCC(=O)N(C)C)nc2ccccc2c1=O	-17	0	10	-20	0.0	-2	-9	2	-0.2
28	Cc1ccc(Cl)cc1NC(=O)Nn1cnnc1	-8	-4	7	-4	-0.5	-1	62*	1	0.3

Structures from the list above that have two or more sulfur atoms (3):
no.	molecule	CHRM1 antagonist	OXTR potentiator	CHRM1 PAM	CHO parental Ca	V1aR counter	M1 ag	TAAR1 antagonist	TAAR1 ag	OXTR agonist
17	O=C(NCc1ccccn1)C1CCC(CNS(=O)(=O)c2cccc3nsnc23)CC1 (stereo not drawn)	-14	1	-8	-9	-0.1	-8	-20	1	0.7
23	COc1ccc(-n2c(SCC3OCCO3)nc3c(sc(=S)n3-c3ccccc3)c2=O)cc1OC	4	2	2	-20	0.5	-4	2	0	0.7
27	Cc1ccc(S(=O)(=O)N(C)C)cc1-n1c(SCC(=O)N(C)C)nc2ccccc2c1=O	-17	0	10	-20	0.0	-2	-9	2	-0.2
